# Screens deposited in PubChem by National Center for Advancing Translational Sciences (NCATS).
# GAA glycogen mod – inhibitors or activators of human alpha-glucosidase glycogen cleavage | recombinant GAA, glycogen substrate, Amplex Red glucose oxidase fluorescence | P10253 | 300,000 tested, 0.38% active | Potency, µM (series often up to 76.4 µM), without a hit: top-dose activity change, negative = inhibition, most hits filed as inhibitors; active = well fitted inhibition curve with a large enough effect; inconclusive = small, poorly fitted or top-dose-only effect, or another doubt; inactive = no such curve, though single readings can be large or run the other way;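 also: 0% = full enzyme reaction and -100% = no-enzyme basal signal; the screen sought inhibitors and activators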
#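 Recombinant human alpha-glucosidase (4 nM final) hydrolysed bovine liver glycogen (30 ug) for 40 min at 37 C in pH 5.0 citrate/phosphate with 0.01% Tween-20. Released glucose detected by glucose oxidase/Amplex Red, Ex 573/Em 610 nm. Compounds up to 77 uM; AC50 from Hill fits.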
# Starred values were filed as active, the others as inactive; ? = inconclusive; [ ] = dose if it differs, or a comment. Potency is read from the fitted curve at half-maximal effect.
SMILES,GAA glycogen mod
COc1ccc(NS(=O)(=O)c2cccc(C(=O)NNC(=O)CNC(=O)c3ccco3)c2)cc1,2%[76.3 µM]
CCN(CC)C(=O)c1ccccc1NC(=O)CN1C(=O)c2ccccc2S1(=O)=O,0%[76.3 µM]
O=S(=O)(c1ccc(F)cc1)N1CCc2ccccc21,3%[76.3 µM]
Cc1ccc(C)c(S(=O)(=O)/N=C2\C=C(NS(=O)(=O)c3ccccc3)C(=O)c3ccccc32)c1,-5%
CCOC(=O)c1ccc(CC2SC(N)=NC2=O)cc1 (stereo not given),1%
CCOc1ccccc1NC(=O)CSC1=Nc2ccccc2C2=NC(CC(=O)NCc3ccc4c(c3)OCO4)C(=O)N12 (stereo not given),-25%[76.3 µM]
O=C(CN1C(=O)S/C(=C\C=C\c2ccccc2)C1=O)N1CCCCC1,-8%[76.3 µM]
COc1cc2[nH]c(=S)nc(NCc3ccccc3)c2cc1OC,-4%
CC1(c2ccc(OC(F)F)cc2)NC(=O)N(CC(=O)Nc2cccc(F)c2)C1=O (stereo not given),-1%
C=C1C(=O)O[C@@H]2[C@H]1CC[C@H](C)[C@]1(O)CCC(=O)[C@@]21C,2%
Cc1ccc2c(CN(C)Cc3cccc(F)c3)cc(=O)oc2c1C,-7%
CC(=O)c1ccc(N2CCN(C(=O)c3nn(C)c4c3CS(=O)(=O)c3ccccc3-4)CC2)cc1,5%[76.3 µM]

# Retrieved one by one from the entries so far (6):
SMILES,GAA glycogen mod
COc1cc2[nH]c(=S)nc(NCc3ccccc3)c2cc1OC,-4%
C=C1C(=O)O[C@@H]2[C@H]1CC[C@H](C)[C@]1(O)CCC(=O)[C@@]21C,2%
CC(=O)c1ccc(N2CCN(C(=O)c3nn(C)c4c3CS(=O)(=O)c3ccccc3-4)CC2)cc1,5%[76.3 µM]
CC1(c2ccc(OC(F)F)cc2)NC(=O)N(CC(=O)Nc2cccc(F)c2)C1=O (stereo not given),-1%
O=S(=O)(c1ccc(F)cc1)N1CCc2ccccc21,3%[76.3 µM]
CCN(CC)C(=O)c1ccccc1NC(=O)CN1C(=O)c2ccccc2S1(=O)=O,0%[76.3 µM]

# Additional results follow.
SMILES,GAA glycogen mod
CCc1ccc(S(=O)(=O)c2nnn3c2nc(NCCNC(C)=O)c2cc(Cl)ccc23)cc1,-2%[76.3 µM]
COc1ccc(/C=C(\NC(=O)c2ccc(OC)cc2)C(=O)Nc2ccccc2C(=O)O)cc1,2%
CC(=O)Nc1ccc(S(=O)(=O)NCc2nc(-c3ccccc3Cl)no2)cc1,7%[76.3 µM]
COc1ccc(OC)c(S(=O)(=O)CC(O)CS(=O)(=O)c2ccccc2)c1 (stereo not given),-6%[76.3 µM]
COc1ccc(N2CCN(c3cc(C)nc4ccc(OC)cc34)CC2)cc1,2%
COc1ccc(F)cc1Cn1nc(C(=O)O)c2ccccc2c1=O,7%[76.3 µM]
CCc1ccccc1N(CC(=O)NC(C)C)C(=O)CCC(=O)Nc1nccs1,3%[76.3 µM]
CC1CCN(S(=O)(=O)c2ccc(NC(=O)[C@@H]3CCCC[C@@H]3C(=O)O)cc2)CC1,-5%
Cc1ccc2c(c1)N(CC(=O)N1CCN(C3CCCCC3)CC1)C(=O)CO2,-1%
COc1cc(C(=O)Nc2nnc(CC(=O)NCc3ccccc3)s2)cc(OC)c1OC,-14%[76.3 µM]
CCOC(=O)c1cnc2c(C)cc(C)cc2c1NCCCN1CCOCC1,-5%[76.3 µM]
Cc1cc(OC(C)C(=O)NCCCN2CCOCC2)c2c(C)cc(=O)oc2c1 (stereo not given),6%[76.3 µM]

# Some of these compounds in order of their number in GAA glycogen mod, descending:
Molecule	GAA glycogen mod
COc1ccc(N2CCN(c3cc(C)nc4ccc(OC)cc34)CC2)cc1	2%
CCOC(=O)c1ccc(CC2SC(N)=NC2=O)cc1 (stereo not given)	1%
Cc1ccc2c(c1)N(CC(=O)N1CCN(C3CCCCC3)CC1)C(=O)CO2	-1%
COc1cc2[nH]c(=S)nc(NCc3ccccc3)c2cc1OC	-4%
CC1CCN(S(=O)(=O)c2ccc(NC(=O)[C@@H]3CCCC[C@@H]3C(=O)O)cc2)CC1	-5%
Cc1ccc2c(CN(C)Cc3cccc(F)c3)cc(=O)oc2c1C	-7%

# Continuation:
SMILES,GAA glycogen mod
Cc1ccc(CNC(=O)C2(S(=O)(=O)c3ccccc3)CC=CC2)cc1,-4%[76.3 µM]
COc1ccc(-n2nc(C(=O)NCC(=O)N3CCCC3)c3ccccc3c2=O)cc1Cl,-12%
N=c1c(S(=O)(=O)c2ccccc2)cc2c(=O)n3ccccc3nc2n1C1CCCC1,-12%
O=C(Nc1c(Cl)cccc1Cl)c1cc(-c2cccc(O)c2)on1,-9%[76.3 µM]
Cc1cccn2c(=O)c3cc(C(=O)Nc4ccc(Cl)c(Cl)c4)sc3nc12,13%[76.3 µM]
COc1ccc2c(c1)c(=O)c(S(=O)(=O)c1ccccc1)cn2CC(=O)Nc1ccc2c(c1)OCO2,-30%[76.3 µM]
COc1ccc(-c2nnc3n2CCCCC3)cc1OC,-4%
COc1ccccc1Nc1c2c(nc3ccc(NC(=O)/C=C/c4cc(OC)c(OC)c(OC)c4)cc13)CCCC2,-27%[76.3 µM]
COc1ccc(N(CC2CO2)S(=O)(=O)c2ccc(C)cc2)cc1 (stereo not given),0%
CCc1cc(=O)oc2c3c(cc(OCC(=O)NC4CC4)c12)OC(C)(C)CC3,-7%[76.3 µM]
COc1cccc(CNC(=O)c2cc3c(s2)-c2ccccc2OC3)c1,7%[76.3 µM]
O=C(COC(=O)c1cccc(NC(=O)c2ccc(Br)cc2)c1)c1ccc(Br)cc1,-11%[76.3 µM]
CCc1ccc2occ(CC(=O)Nc3ccccc3C(F)(F)F)c2c1,7%[76.3 µM]
CCOC(=O)C1CCN(CC(=O)c2c(C)n(C)c3ccc(OC)cc23)CC1,6%
CCC(Sc1nnc2c(n1)[nH]c1ccccc12)C(=O)Nc1nnc(C(C)C)s1 (stereo not given),-6%[76.3 µM]
Cc1cc(NC(=O)c2cccc(S(=O)(=O)Nc3cccc(C(=O)O)c3)c2)no1,-3%[76.3 µM]
O=C(c1cc(-c2ccc(Cl)cc2)on1)N1CCc2ccccc2C1,-1%
COc1ccc(C)cc1S(=O)(=O)N1CCN(C(=O)c2ncoc2-c2ccccc2C)CC1,-1%
CN(C)c1ccc(NC(=O)CN2CCN(c3ccc(F)cc3)CC2)cc1,-4%[76.3 µM]
COCCNC(=O)c1cccc(OC2CCN(Cc3ccc(Cl)c(F)c3)CC2)c1,3%[76.3 µM]
CC(C)n1cc(C(=O)N2CCCC(Nc3ccc(F)c(F)c3)C2)cn1 (stereo not given),6%[76.3 µM]
S=c1[nH]nc(C2CCCCC2)n1/N=C/c1ccc(Br)cc1,-1%
O=C(C1CCN(S(=O)(=O)c2cccc3nonc23)CC1)N1CCCCC1,-6%
Cc1cccc(NC(=O)[C@@H]2CCCN2C(=O)OC(C)(C)C)c1,-13%
Cc1cc(OCC(=O)Nc2cc(-c3nc4ccccc4[nH]3)ccc2C)ccc1Cl,-7%[76.3 µM]
CCOc1ccccc1NC(=O)Cn1c(=O)n(-c2ccc(Cl)cc2)c(=O)c2oc3ccccc3c21,15%[76.3 µM]
CCc1ccc(OCC(=O)Nc2ccc(N3CCN(C(=O)c4ccccc4)CC3)cc2)cc1,2%[76.3 µM]
O=C(Nc1ccc(Cc2ccncc2)cc1)c1ccc([N+](=O)[O-])o1,1%[76.3 µM]
COc1ccc2oc(=O)c(C(=O)Nc3ccccc3C)cc2c1,-20%[76.3 µM]
CC1(C(=O)O)CCC(C(=O)Nc2ccc(OC(F)(F)Cl)cc2)C1(C)C (stereo not given),-14%
CCOC(=O)c1ccc(N2C(=O)c3n[nH]c(-c4ccco4)c3C2c2ccc(O)c(OC)c2)cc1 (stereo not given),-21%[76.3 µM]
CCC(C)NC(=O)c1cc2c(Cl)nc3ccc(C)cc3c2s1 (stereo not given),-19%[76.3 µM]
CCOc1cc(/C=C2\C(=N)N3N=C(C)SC3=NC2=O)ccc1OCCOc1cccc(OC)c1,3%[76.3 µM]
O=C(Cn1ncc2ccsc2c1=O)N1CCN(c2ccccc2F)CC1,3%[76.3 µM]
O=C(Nc1cccnc1Cl)c1cc2c(s1)-c1ccccc1OC2,7%[76.3 µM]
CC(C)(C)n1cnc2cc(NC(=O)c3ccc(Cl)cc3)ccc21,-5%[76.3 µM]
COc1cccc(OC)c1OCCCN1CCC(Cc2ccccc2)CC1,2%[76.3 µM]
CCCC(C)c1nc(C(N)=O)c2[nH]c(=O)n(-c3ccc(OC)c(OC)c3)c2n1 (stereo not given),-2%[76.3 µM]
CCc1cc2c(=O)oc(-c3ccccc3F)nc2s1,-9%[76.3 µM]
NC(=O)CNC(=O)C1CCN(S(=O)(=O)c2ccc(-n3cnnn3)cc2)CC1,-2%
Cc1cc(C)n2nc(-c3ccc(Cl)cc3)nc2n1,-1%[76.3 µM]
O=C(c1cc(F)c(F)c(F)c1F)N1CCN(Cc2ccc3c(c2)OCO3)CC1,-1%
O=C(O)CSCc1nc2cccnc2n1C1CCCCC1,-25%
Cc1ccc(NS(=O)(=O)c2c(C)ccc3nsnc23)c([N+](=O)[O-])c1,18%[76.3 µM]
COc1cccc(N2C(=O)Nc3ccc(Br)cc3C2(O)C(=O)NCCCOC(C)C)c1 (stereo not given),10%
CCOc1ccc(C(=O)NCc2ccco2)cc1OC,1%[76.3 µM]
Cc1cccc(C(=O)Nc2sc3c(c2C(=O)N2CCCCC2)CCC(C)C3)c1 (stereo not given),-16%[76.3 µM]
COc1ccc(-c2nnc(SCCOc3ccccc3C)o2)cc1OC,11%[76.3 µM]
CCNS(=O)(=O)c1ccc(CCC(=O)NCc2ccc3c(c2)OCO3)cc1,0%[76.3 µM]
COC(=O)Cn1c(-c2ccc(OC)cc2)c(-c2ccc(OC)cc2)nnc1=O,-16%[76.3 µM]
CC(=O)Nc1ccc(NC(=O)CSc2nnnn2-c2ccc(F)cc2)cc1,8%
O=C(CNCCc1ccc(F)cc1)Nc1cc(F)ccc1F,7%
COc1ccc(C2Nc3cccc4cccc(c34)N2)cc1Br,?
Cc1ccc(Cn2c(=O)n(CCCCC(=O)NCCc3ccc(Cl)cc3)c(=O)c3ccccc32)cc1,-3%[76.3 µM]
O=[N+]([O-])c1ccc(N2CCN(Cc3ccccc3)CC2)s1,-2%
CCN(CCO)c1ncnc2onc(-c3ccc(F)cc3)c12,-1%
Brc1ccc(OCCN2CCOCC2)cc1,-7%[76.3 µM]
CC1=C(C(=O)Nc2cc(C(=O)N(C)Cc3ccccc3)ccc2C)SCCO1,-11%[76.3 µM]
COc1cc(/C=C2/SC(=S)N(Cc3ccccc3)C2=O)ccc1OCC(=O)O,-10%[76.3 µM]
CC(C)(C)NC(=O)CCn1nc(-c2ccc(Cl)cc2)c2ccccc2c1=O,-18%

# Continuation:
SMILES,GAA glycogen mod
COc1ccc2cc(CCNC(=O)CCc3ccccc3)c(=O)[nH]c2c1,-23%[76.3 µM]
COC(=O)c1ccc(-n2c(CCC(=O)O)ccc2-c2ccccc2)cc1,-1%
COc1ccc(NC2CCCN(C(=O)COc3ccc(Cl)cc3C)C2)cc1OC (stereo not given),?
CC(C)c1ccc2oc(-c3cc(NC(=O)c4cccs4)ccc3Cl)nc2c1,-3%[76.3 µM]
COc1cccc(N2CCN(C(=O)CCc3c(C)nc4c(c3C)c(=O)n(C)c(=O)n4C)CC2)c1,-3%[76.3 µM]
CCCCOc1ccccc1C(=O)N(Cc1ccco1)C1CCS(=O)(=O)C1 (stereo not given),-6%[76.3 µM]
COc1ccc(C(=O)NCCc2nnc3ccc(SCC(=O)NCCc4ccc(OC)c(OC)c4)nn23)cc1,-5%[76.3 µM]
COc1ccccc1C(=O)NC(=O)Nc1cccc(Cl)c1,7%
Cn1c(N2CCCC2)nc2c1c(=O)[nH]c(=O)n2C,2%[76.3 µM]
CC1CCN(CC(O)COc2ccc(-c3ccccc3)cc2)CC1 (stereo not given),21%[76.3 µM]
CCOc1ccc(NC(=O)CSc2ncc(S(=O)(=O)c3ccc(F)c(C)c3)c(=O)[nH]2)cc1,0%[76.3 µM]
CCOc1ccccc1C(=O)Nc1ccc2c(c1)C(=O)NC2=O,5%[76.3 µM]
COc1ccc(CN(CC(=O)NC2CCCCC2)C(=O)CCC(=O)Nc2nccs2)cc1,12%
Cc1ccc(NC(=O)Cn2c(=O)oc3cc(S(=O)(=O)N4CCCC4)ccc32)cc1F,18%[76.3 µM]
CCn1c(=O)cc(SCC(=O)NCc2ccc(F)cc2Cl)c2ccccc21,14%[76.3 µM]
C=CCN1C(=O)c2ccc(C(=O)NCCc3ccc(OC)c(OC)c3)cc2C1=O,-2%[76.3 µM]
COc1ccc(C2CC(=O)c3cc(-c4nc(-c5cccc([N+](=O)[O-])c5)cs4)c(=O)n(-c4ccccc4N)c3C2)cc1 (stereo not given),9%[76.3 µM]

# Reformatted bar-delimited: part of the list above
canonical_smiles | GAA glycogen mod
COc1ccc(CN(CC(=O)NC2CCCCC2)C(=O)CCC(=O)Nc2nccs2)cc1 | 12%
Cc1ccc(NC(=O)Cn2c(=O)oc3cc(S(=O)(=O)N4CCCC4)ccc32)cc1F | 18%[76.3 µM]
CCn1c(=O)cc(SCC(=O)NCc2ccc(F)cc2Cl)c2ccccc21 | 14%[76.3 µM]
C=CCN1C(=O)c2ccc(C(=O)NCCc3ccc(OC)c(OC)c3)cc2C1=O | -2%[76.3 µM]

# Not all compounds are listed (hit frequency here may not be typical).
